High-throughput results deposited in PubChem by National Center for Advancing Translational Sciences (NCATS).
Luc counter: blocks Kinase-Glo luciferase, a counter-screen artifact; Q27757; Kinase-Glo luciferase, ATP luminescence, 8 min; Potency, µM (highest dose often 38.3 µM), for the others: top-dose activity change, negative = inhibition, hits mostly inhibitors; 200,000 tested, 0.28% active; also: potency is read from the fitted curve at half-maximal effect; % is scaled to controls: 0 for no effect and ±100 for the full control effect; nearly all actives have a fitted effect of over 60% in size
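Luminescence was the read-out, taken after 8-minute incubation at ambient temperature. Luciferase turned over luciferin with 10 uM ATP in imidazole pH 7.2 buffer containing KCl, MgCl2, Tween 20 and BSA.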
Epigenetic derep: derepresses silenced GFP reporter in murine cells | 280,000 tested, 0.2% active | Potency, µM (doses to about 53.9 µM), inactives show top-dose GFP activation, actives largely listed as activators | murine LDR cells, GFP reporter derepression, 30 h; also: potency is read from the fitted curve at half-maximal effect; % of control where 0% means no effect; nearly all actives have a fitted effect of over 60% in size
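In this reporter-derepression format, murine cells bearing a silenced integrated CMV-GFP locus incubate with test compound (30 h, 37 C), then are washed and imaged; fluorescent objects of 20–120 um count as induced cells.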
CBFb-RUNX1 inh: inhibitors of human CBF-beta and RUNX1 interaction; Q01196+Q13951; AlphaScreen CBFb-His/RUNX1-biotin binding, biochemical; Potency, µM (titrated, usually from 59.8 µM), inactives show at the top dose activity, negative = inhibition, hits mostly inhibitors; 230,000 tested, under 10 active; also: % of control where 0% means no effect
Target sequence (Q01196 whole entry, looked up): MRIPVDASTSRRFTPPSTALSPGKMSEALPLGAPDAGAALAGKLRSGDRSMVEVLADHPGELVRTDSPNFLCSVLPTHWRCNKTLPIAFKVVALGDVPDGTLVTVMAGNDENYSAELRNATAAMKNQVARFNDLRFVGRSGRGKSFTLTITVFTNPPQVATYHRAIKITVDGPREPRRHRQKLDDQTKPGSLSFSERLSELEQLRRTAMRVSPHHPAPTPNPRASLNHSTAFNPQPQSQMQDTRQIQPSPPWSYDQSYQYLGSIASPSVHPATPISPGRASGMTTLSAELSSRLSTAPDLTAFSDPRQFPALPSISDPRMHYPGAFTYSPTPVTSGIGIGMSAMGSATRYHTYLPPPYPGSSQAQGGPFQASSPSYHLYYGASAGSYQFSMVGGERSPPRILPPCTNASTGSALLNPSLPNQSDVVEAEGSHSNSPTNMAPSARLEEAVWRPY
Target sequence (Q13951 whole entry, looked up): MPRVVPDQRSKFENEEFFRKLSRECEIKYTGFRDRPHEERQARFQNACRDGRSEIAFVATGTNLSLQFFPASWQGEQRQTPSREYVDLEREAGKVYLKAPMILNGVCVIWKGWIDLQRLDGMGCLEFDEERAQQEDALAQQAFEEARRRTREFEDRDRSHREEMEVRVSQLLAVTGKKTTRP
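AlphaScreen proximity signal reports loss of binding between His-tagged CBF-beta and biotin-labelled RUNX1, each at 30 nM. Proteins are pre-associated for 20 minutes, compounds added for 15 minutes, then beads for 90 minutes, all at ambient temperature.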
NPSR antagonist: neuropeptide S receptor (human) antagonism, cAMP. CHO-NPSR cells, cAMP TR-FRET, antagonist mode. 220,000 tested, 1% active. Potency, µM (titrated, usually from 38.3 µM), inactives show at the highest dose activity change, negative = inhibition, most hits filed as inhibitors. Q6W5P4; also: potency is read from the fitted curve at half-maximal effect; % is scaled to controls: 0 for no effect and ±100 for the full control effect; nearly all actives have a fitted effect of over 50% in size; many of its hits are not listed in these tables
LMNA splice mod: LMNA splicing modulation. 200,000 tested, 0.01% active. Potency, µM (series often up to 46.1 µM), for inactives: top-dose ratio change, negative = inhibition, usual class: inhibitors. HeLa LMNA splicing GFP/RFP minigene ratio, 48 h; active = well fitted inhibition curve with a large enough effect in the signal ratio, with a control signal flat, not every such curve was filed as active; inconclusive = small, poorly fitted or top-dose-only effect, or effect the other way, or a change in a side signal; the % refers to the signal ratio; also: potency is read from the fitted curve at half-maximal effect; % is scaled to controls: 0 for no effect and ±100 for the full control effect
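S3 HeLa stable clones carrying a lamin A-EGFP splicing minigene plus DsRed2 were seeded at 600 cells/well in Opti-MEM with 2% FBS, pin-dosed and incubated 48 h at 37°C. Acumen cytometry (488 nm) gave the GFP/RFP total-intensity ratio.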
GLA spleen mod: inhibitors or activators of human alpha-galactosidase in spleen homogenate. P06280. human spleen homogenate, 4MU-alpha-Gal fluorescence, 40 min. Potency, µM (titrated, usually from 80 µM), for inactives: at the highest dose activity change, negative = inhibition, most hits filed as inhibitors. 240,000 tested, 0.008% active;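 also: potency is read from the fitted curve at half-maximal effect; 0% = enzyme with vehicle and -100% = no enzyme basal signal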
Target sequence (P06280 32-429 limits assumed): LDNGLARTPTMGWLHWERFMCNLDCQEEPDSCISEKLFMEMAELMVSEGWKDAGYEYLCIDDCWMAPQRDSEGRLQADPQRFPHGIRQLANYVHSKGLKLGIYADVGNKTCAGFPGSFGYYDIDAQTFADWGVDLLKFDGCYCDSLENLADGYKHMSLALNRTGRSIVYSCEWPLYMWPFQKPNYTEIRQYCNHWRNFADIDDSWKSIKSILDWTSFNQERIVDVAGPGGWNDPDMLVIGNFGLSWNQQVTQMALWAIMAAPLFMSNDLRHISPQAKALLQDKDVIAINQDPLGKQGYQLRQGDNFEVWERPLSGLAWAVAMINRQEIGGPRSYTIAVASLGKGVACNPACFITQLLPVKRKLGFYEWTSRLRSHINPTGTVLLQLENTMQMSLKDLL
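Spleen homogenate 1 ug + cpd (titration) + 4-MU-alpha-D-galactopyranoside 1 mM; 37C 40 min; 50 mM citrate/phosphate pH 5.0, 0.01% Tween-20; stop pH 10; fluorescence 365/440; AC50 via Hill.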
IMPase Li inh: membrane-permeable IMPase blocker, potentiated with lithium; CHO-M1 cells, IP1 TR-FRET (IP-One), carbachol + lithium; Potency, µM (series often up to 59.4 µM), inactives show top-dose activity, negative = IMPase inhibition, hits mostly inhibitors; 210,000 tested, 0.35% active; AID 1457;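 also: IP1 builds up when IMPase is blocked and the TR-FRET signal falls; potency is read from the fitted curve at half-maximal effect; plate controls were basal vehicle for no effect and high inhibitor control for full effect; nearly all actives have a fitted effect of over 50% in size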
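Readout is a homogeneous TR-FRET IP1 immunoassay (Ex 320, Em 665 and 620), where raised cytosolic IP1 lowers signal. Cells were CHO-M1 treated 30 min at 37C with test compounds plus a little lithium; AC50 values came from Hill-equation fitting.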
* = called active by the depositor; u = inconclusive; x = no result given; & = joins results of further samples; [ ] = another dose, or the depositor's remark. Unless noted, calls follow the shape of the dose curve; as a rule, active = well fitted curve in the direction sought with a large enough effect; inconclusive = small, poorly fitted or top-dose-only effect, or another doubt; inactive = no such curve, though single readings can be large; an effect the other way counts as inactive or inconclusive. Not all compounds are listed; rates above refer to the full screens.

SMILES	Luc counter	Epigenetic derep	CBFb-RUNX1 inh	NPSR antagonist	LMNA splice mod	GLA spleen mod	IMPase Li inh
CCC(C)NC(=O)c1ccc2c(c1)N(Cc1ccccc1)C(=O)CS2 (centres undefined)	-2%	0.0%	5%	-28%	x	8%	u
COc1ccc(Oc2ncc3ncc(=O)n(C4CC4)c3n2)cc1	x	x	x	x	-5%	-12%	0%
O=C(OCCN1C(=O)c2cccc3c(N4CCOCC4)ccc(c23)C1=O)c1cc(Cl)cc(Cl)c1	-1%	6.7%	6%	-3%	u	-2%	-5%
CCc1ccc(CNCCNCC(C)O)cc1 (centres undefined)	-2%	2.8%	2%	7%[46.1 µM]	8%	-7%	0%[38.3 µM]
O=C(Cc1ccc(Br)cc1)NC1CCCCC1	-3%	0.1%	3%	-11%[46.1 µM]	-3%	-11%	33%[38.3 µM]
Cc1cc(/C=C(\C#N)c2nnc(N3CCOCC3)n2-c2ccccc2)c(C)n1-c1ccccc1	1%	-3.2%	3%	-16%	-2%	-6%	8%
CCOC(=O)C1(CCOC)CCN(Cc2ccc(C(=O)OC)cc2)CC1	-2%	-0.1%	6%	41%	x	1%	23%
CN(C[C@H](Cc1ccccc1)N(C[C@H](Cc1ccccc1)N(CC1(c2ccccc2)CC1)N=O)N=O)N=O	x	0.9%	3%	34%	x	-2%	-1%
Cc1cc(C)c(-c2csc(NC(=O)/C=C/c3cccs3)n2)c(C)c1	0%	15%	12%	-6%[46.1 µM]	u	3%	11%
Cc1cc(C(=O)COC(=O)C2=NNC(=O)CC2)c(C)n1-c1ccccc1	14%	9.4%	-9%	7%[46.1 µM]	7%	1%	8%[38.3 µM]
COc1ccc(C(=O)c2ccc(OC)c(OC)c2)cc1OC	0%	0.0%	3%	-6%[46.1 µM]	-10%	-3%	-2%[38.3 µM]
CCOC(=O)C1C(=O)Oc2ccc3ccccc3c2C1C1CCOC1=O (centres undefined)	4%	-4.2%	0%	1%[46.1 µM]	-3%	5%	1%[38.3 µM]
CCCN1CCC(=O)N([C@H](CSc2ccc(C)cc2)c2ccccc2)CC1	x	-0.1%	16%	-35%	x	u	x
OCC1O[C@H](O)C(Cl)C(O)C1O (some centres undefined)	-2%	-1.2%	-21%	u	u	13%	6%
CCOc1ccccc1N(CC(=O)N/N=C/c1cc(Br)ccc1OC)S(C)(=O)=O	-1%	-0.1%	-10%	-37%	u	-3%	4%
COC(=O)[C@@]1(Cc2ccc(F)cc2)[C@H]2c3cc(C(=O)N(C)C)n(CCO)c3C[C@H]2CN1C(=O)c1ccccc1	0%	2.2%	7%	x	x	7%	-7%
N#CCCN1CCN(Cc2cc(-c3ccccc3)ccc2O)CC1	-3%	-1.7%	-3%	-10%[46.1 µM]	u	-16%	6%[38.3 µM]
COc1cc2c(cc1NC(=O)COc1ccc3ccccc3c1)oc1ccccc12	-4%	0.0%	22%	-10%[46.1 µM]	10%	0%	u
CCOC(=O)c1ccc(NC(=O)c2nn(C)cc2Br)cc1	-2%	-3.0%	2%	-12%[46.1 µM]	3%	4%	2%[38.3 µM]
Cc1ccc(OCC(=O)c2cc(C)n(CC(F)(F)F)c2C)c([N+](=O)[O-])n1	4%	6.3%	2%	3%	u	-4%	3%
CCOC(=O)c1cc2c(=O)n3ccccc3nc2n(CCCOC)c1=NC(=O)C(C)(C)C	-4%	2.2%	-4%	-8%[46.1 µM]	4%	u	u
CCn1c(SCC(=O)N2CCCCC2C)nnc1-c1ccc(S(=O)(=O)N2CCN(C)CC2)cc1 (centres undefined)	-2%	-1.4%	-3%	-10%[46.1 µM]	1%	9%	10%[38.3 µM]
Cc1ccc(S(=O)(=O)N2CCN(C(=O)C3CCN(C(=O)c4ccccc4C)CC3)CC2)cc1C	-1%	-0.5%	-2%	-9%	-19%[46 µM]	10%	-2%
O=C(CN1C(=O)c2ccccc2C1=O)Nc1ccc(N2CCOCC2)cc1	-1%	-5.7%	-25%	-11%[46.1 µM]	4%	-4%	7%[38.3 µM]
O=C(NCCC1=CCCCC1)C1CC(=O)N(C2CCCCC2)C1 (centres undefined)	-2%	-1.1%	3%	-8%[46.1 µM]	4%	12%	-8%[38.3 µM]

In the list so far, these have a cyano group.
SMILES	Luc counter	Epigenetic derep	CBFb-RUNX1 inh	NPSR antagonist	LMNA splice mod	GLA spleen mod	IMPase Li inh
Cc1cc(/C=C(\C#N)c2nnc(N3CCOCC3)n2-c2ccccc2)c(C)n1-c1ccccc1	1%	-3.2%	3%	-16%	-2%	-6%	8%
N#CCCN1CCN(Cc2cc(-c3ccccc3)ccc2O)CC1	-3%	-1.7%	-3%	-10%[46.1 µM]	u	-16%	6%[38.3 µM]

The main list resumes, starting 2 compounds before the break.
SMILES	Luc counter	Epigenetic derep	CBFb-RUNX1 inh	NPSR antagonist	LMNA splice mod	GLA spleen mod	IMPase Li inh
O=C(CN1C(=O)c2ccccc2C1=O)Nc1ccc(N2CCOCC2)cc1	-1%	-5.7%	-25%	-11%[46.1 µM]	4%	-4%	7%[38.3 µM]
O=C(NCCC1=CCCCC1)C1CC(=O)N(C2CCCCC2)C1 (centres undefined)	-2%	-1.1%	3%	-8%[46.1 µM]	4%	12%	-8%[38.3 µM]
CC1(C)N=C(N)N=C(N)N1c1ccc(C(=O)O)cc1	-4%	-0.3%	4%	4%[46.1 µM]	8%	9%	21%[38.3 µM]
CCOC(=O)/C=c1\s/c(=C\c2ccc(C#N)cc2)c(=O)n1CC(=O)Nc1cccc(C)c1C	-2%	u	3%	35%	x	1%	16%
O=C(Nc1ccccc1)c1ncoc1-c1ccc(Cl)cc1	x	1.1%	14%	-7%	27%[46 µM]	0%	x
O=C(Cn1nc(-c2ccccc2)c2ccccc2c1=O)NN1CCOCC1	x	-0.5%	12%	6%	x	2%	x
O=C(c1ncc[nH]1)c1cccs1	x	-1.4%	-1%	0%[7.67 µM]	x	-4%	x
CC(=O)Oc1ccc(N(c2ccccc2)S(=O)(=O)c2ccc(C)cc2)cc1	x	-0.2%	2%	-28%	x	-8%	-1%
O=C(CSc1nnc(-c2cccs2)n1Cc1ccco1)Nc1ccc2c(c1)OCO2	-4%	-2.6%	-21%	-27%[46.1 µM]	7%	4%	13%[38.3 µM]
C=CCn1c(SCc2nc3scc(-c4ccccc4)c3c(=O)[nH]2)nnc1-c1ccccc1F	3%	-0.9%	u	-23%	u	0%	8%
C[n+]1ccccc1/C=N/O	-6%&1%&-4%	-1.3%&0.0%&-2.1%	16%&15%&23%	11%&11%	-3%&5%	-5%&-13%&13%	6%&-3%&8%
CC(C)CN(C)C(=O)CC1C(=O)NCCN1C (centres undefined)	-3%	-1.0%	5%	-32%	x	-7%	-9%
Nc1nc(N)c(Cc2ccc(Cl)cc2Cl)c(N)n1	-2%	-3.9%	12%	5%	-10%[46 µM]	-1%	6%
CC(C)Sc1nc2c(cnn2-c2ccccc2)c(=O)[nH]1	1%	0.0%	-1%	15%	-10%	4%	4%
COc1ccc(/C=C/C(=O)NCc2cn(C)nc2C)cc1COc1ccc(Br)cc1	-3%	-0.9%	-6%	u	0%	-14%	-6%[38.3 µM]
CCN(CC)CCn1c(NCc2ccco2)nc2ccccc21	2%	0.0%	1%	-9%[46.1 µM]	0%	9%	6%[38.3 µM]
O=C(CSc1nnc(-c2ccco2)n1Cc1ccco1)N1CCOCC1	-2%	-3.0%	1%	2%[46.1 µM]	0%	1%	-2%[38.3 µM]
NC(=O)c1c(NC(=O)C2CCCO2)sc2c1CCCCC2 (centres undefined)	-1%	0.0%	-1%	6%	3%	2%	5%
CCOc1ccc(/C=N/Nc2nc(N3CCCC3)nc(N3CCCC3)n2)cc1OC	-4%	-0.1%	-1%	-10%[46.1 µM]	1%	-9%	5%[38.3 µM]
CN(C(=O)c1cc2c(s1)-c1ccccc1S(=O)(=O)C2)c1ccccc1	x	-2.1%	3%	-17%	x	8%	x
O=C(COC(=O)c1cnccn1)c1ccc(Br)cc1	1%	-5.9%	8%	7%[46.1 µM]	0%	-18%	8%[38.3 µM]
COc1cc2c(cc1NC(=O)CN1C(=O)NC3(CCc4ccccc43)C1=O)oc1ccccc12 (centres undefined)	-7%	-4.5%	-18%	-29%[46.1 µM]	-17%	-10%	1%[38.3 µM]
CCCOc1ccc(Cc2nn[nH]n2)cc1	-5%	-0.8%	5%	-3%[7.67 µM]	5%	-2%	6%[38.3 µM]
Cc1ccc2cn[nH]c2c1NC(=S)NC(=O)c1ccccc1	-1%	-1.3%	-1%	-8%[46.1 µM]	6%	-2%	-22%[38.3 µM]
Cc1cc(N2CCC(C(=O)N3CCN(c4cccc(C)c4C)CC3)CC2)n2ncnc2n1	-4%	-0.7%	8%	-4%[46.1 µM]	u	-21%	6%[38.3 µM]
Cc1cc(C)c2nc(NC3=NCN(CCN4CCOCC4)CN3)nc(C)c2c1	-6%	-0.7%	6%	7%[46.1 µM]	-8%	11%	-17%[38.3 µM]
CCCOc1ccc(N2C(=O)CC(N(Cc3ccco3)C(=O)CCC(=O)O)C2=O)cc1 (centres undefined)	x	-0.1%	-1%	-30%	x	2%	x
C/C=C/C=N/Nc1nc(-c2ccc([N+](=O)[O-])cc2)cs1	-3%	0.0%	-13%	1%	u	-20%	3%
O=C(CN1C(=O)c2ccccc2S1(=O)=O)c1ccc2c(c1)OCCCO2	x	1.1%	5%	-2%	x	5%	x
Cc1ccc2nc(-c3cccnc3)cc(C(=O)N3CCN(c4ccc([N+](=O)[O-])cc4)CC3)c2c1	-2%	4.6%	-2%	5µM*	7%[46 µM]	-3%	8%
CC(C)CN(C(=O)CSc1nn(-c2ccc(Cl)cc2)c(=S)s1)C1CCS(=O)(=O)C1 (centres undefined)	-1%	-3.2%	u	-14%	-8%	0%	9%

Some values from the list:
CCOC(=O)C1C(=O)Oc2ccc3ccccc3c2C1C1CCOC1=O (centres undefined) in CBFb-RUNX1 inh reads 0%
O=C(OCCN1C(=O)c2cccc3c(N4CCOCC4)ccc(c23)C1=O)c1cc(Cl)cc(Cl)c1 in Epigenetic derep reads 6.7%
Cc1cc(/C=C(\C#N)c2nnc(N3CCOCC3)n2-c2ccccc2)c(C)n1-c1ccccc1 in Epigenetic derep reads -3.2%
CCc1ccc(CNCCNCC(C)O)cc1 (centres undefined) in LMNA splice mod reads 8%
CC(=O)Oc1ccc(N(c2ccccc2)S(=O)(=O)c2ccc(C)cc2)cc1 in CBFb-RUNX1 inh reads 2%
CCn1c(SCC(=O)N2CCCCC2C)nnc1-c1ccc(S(=O)(=O)N2CCN(C)CC2)cc1 (centres undefined) in NPSR antagonist reads -10%[46.1 µM]
Nc1nc(N)c(Cc2ccc(Cl)cc2Cl)c(N)n1 in Luc counter reads -2%
